# High-throughput results from PubChem.
# mIAP activ: mouse IAP activation. 330,000 tested, 0.24% active. activation factor at 10 µM. muIAP, CDP-Star luminescence, 30 min; active compounds read high; 1 = vehicle-only enzyme signal, 0 = enzyme-free wells. AID 2805;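 active means activation factor of at least 2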; further: the source names both 10 and 20 µM as test concentration; values of inactives mirror those of a sister screen read the other way
#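 Assay system: mouse IAP enzyme; reagent: chemiluminescent substrate CDP-Star; dosing: test compounds delivered from DMSO solution; schedule: 30 min at room temperature; measured by: luminescence from enzymatic CDP-Star hydrolysis; controls: DMSO-only wells and no-enzyme negative control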
# MPTP inh: blocks calcium-induced mitochondrial swelling; isolated mouse mitochondria, Ca2+ swelling absorbance, 30 min; inhibition, % at 10 µM; 360,000 tested, 1.4% active;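 active means inhibition of 50% or more, scaled per plate between neutral and stimulator controls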;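 further: 0% = DMSO wells given calcium and 100% = 1 mM EGTA wells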
# MIN6 prolif: induces beta-cell replication in MIN6 cells; MIN6 cells proliferation, ATPlite luminescence, 48 h; cells starved in 0.2% serum; 100% = growth in 10% serum; AID 2380; proliferation, % at 10 µM; 330,000 tested, 0.29% active;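 active means compounds whose signal lies at least 3.5 SD above the mean of all wells on their plate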;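 further: 0% = DMSO-treated cells in low-serum medium and 100% = 10% serum control; some compounds called inactive have numbers as strong as hits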
# mIAP block: blocks mouse intestinal alkaline phosphatase | purified mouse IAP, CDP-Star luminescence, 30 min | inhibition, % at 10 µM | 330,000 tested, 0.2% active;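 active means inhibition of at least 40% at 10 µM in the primary screen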;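 further: plate controls were DMSO with enzyme for no effect and no enzyme wells for full effect; values of inactives mirror those of a sister screen read the other way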
# APOBEC3A inh: blocks human APOBEC3A ssDNA deamination; inhibition, % at 20 µM; 330,000 tested, 0.41% active; recombinant A3A, FAM/TAMRA ssDNA deamination fluorescence; AID 493011; P31941;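 active means at least 40% inhibition at 20 µM here, with at most 30% in a related deaminase screen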;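 further: plate controls were A3A with DMSO for no effect and wells lacking A3A enzyme for full effect; some results filed as inactive read as strong as hits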
# Target sequence (P31941 whole entry, looked up): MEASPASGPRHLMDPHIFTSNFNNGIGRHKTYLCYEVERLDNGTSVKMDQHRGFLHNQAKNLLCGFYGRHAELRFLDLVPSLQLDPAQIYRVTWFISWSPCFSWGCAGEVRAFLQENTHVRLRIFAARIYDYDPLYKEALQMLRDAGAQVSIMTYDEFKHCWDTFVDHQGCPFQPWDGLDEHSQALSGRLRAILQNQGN
# APOBEC3G inh: blocks human APOBEC3G single-stranded DNA deamination. recombinant A3G, ssDNA deamination FAM/TAMRA fluorescence. inhibition, % at 20 µM. 330,000 tested, 0.28% active. AID 493012;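 active means inhibition of at least 40% at 20 µM, with no more than 30% in the related APOBEC3A deaminase screen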;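 further: plate controls were DMSO wells with A3G for no effect and wells lacking A3G enzyme for full effect; some compounds called inactive have numbers as strong as hits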
# Target sequence (Q9HC16 whole entry, looked up): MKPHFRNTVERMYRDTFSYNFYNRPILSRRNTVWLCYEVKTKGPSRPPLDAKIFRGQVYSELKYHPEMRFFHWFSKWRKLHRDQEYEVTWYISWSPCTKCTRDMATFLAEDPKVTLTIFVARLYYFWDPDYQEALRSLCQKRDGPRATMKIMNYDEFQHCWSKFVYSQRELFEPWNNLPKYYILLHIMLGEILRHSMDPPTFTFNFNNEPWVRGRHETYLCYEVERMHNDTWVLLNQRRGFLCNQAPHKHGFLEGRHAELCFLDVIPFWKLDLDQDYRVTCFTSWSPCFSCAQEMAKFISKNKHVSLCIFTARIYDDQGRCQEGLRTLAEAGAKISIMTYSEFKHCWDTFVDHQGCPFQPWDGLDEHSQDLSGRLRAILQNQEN
# hIAP act: human IAP activation. P09923. purified human IAP, CDP-Star luminescence, 30 min; active compounds read high; 1 = vehicle-only enzyme, 0 = enzyme-free background. activation factor at 10 µM. 330,000 tested, 0.16% active;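 active means activation factor of the enzyme at least 2-fold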; further: the source names both 10 and 20 µM as test concentration; values of inactives mirror those of a sister screen read the other way
# Target sequence (P09923 whole entry, looked up): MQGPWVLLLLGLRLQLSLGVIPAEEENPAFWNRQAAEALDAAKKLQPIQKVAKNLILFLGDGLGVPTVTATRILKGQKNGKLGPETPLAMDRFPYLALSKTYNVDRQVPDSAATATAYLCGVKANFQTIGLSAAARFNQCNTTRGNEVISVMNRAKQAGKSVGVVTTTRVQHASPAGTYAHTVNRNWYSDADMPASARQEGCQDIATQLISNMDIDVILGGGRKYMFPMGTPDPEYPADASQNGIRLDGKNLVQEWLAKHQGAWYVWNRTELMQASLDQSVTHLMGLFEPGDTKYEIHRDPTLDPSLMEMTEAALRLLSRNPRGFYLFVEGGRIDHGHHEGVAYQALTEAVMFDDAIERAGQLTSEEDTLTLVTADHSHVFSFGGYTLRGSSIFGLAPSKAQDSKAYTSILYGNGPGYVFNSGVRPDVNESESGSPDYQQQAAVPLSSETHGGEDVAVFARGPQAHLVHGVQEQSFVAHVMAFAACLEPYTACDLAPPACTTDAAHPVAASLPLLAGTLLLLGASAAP
# GRIN3A LBD mod: NR3A (human) ligand-binding domain modulation. NR3A LBD differential scanning fluorimetry, Tm shift; 0% = protein alone, 100% = glycine-bound protein. Tm shift relative to glycine control, % at 25 µM. 340,000 tested, 2.5% active. AID 1259313;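 active means melting temperature shift of at least 10% of the positive control shift, at one fixed dose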
# hIAP inh: blocks human intestinal alkaline phosphatase; inhibition, % at 10 µM; AID 2544; 330,000 tested, 0.12% active; purified IAP, CDP-Star luminescence, 30 min;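 active means inhibition reaching a set limit with compound at 10 µM in the primary screen, cut at about 35% in these data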;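 further: plate controls were DMSO wells with enzyme for no effect and no-enzyme buffer wells for full effect; values of inactives mirror those of a sister screen read the other way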
# * hit, by the source's call. Only part of the results is shown, so the mix of outcomes need not match the whole.
# Fields – mIAP activ	MPTP inh	MIN6 prolif	mIAP block	APOBEC3A inh	APOBEC3G inh	hIAP act	GRIN3A LBD mod	hIAP inh
C#CCOc1ccc2c(c1)c(C(C)=O)c(C)n2Cc1ccccc1
 : 0.99	25	-1	0	-4	-11	1.1	-2	-10
O=C(COc1ccccc1F)N1CCN(CCN2C(=O)c3cccc4cccc(c34)C2=O)CC1
 : 0.97	-0.9	1	3	10	-4	0.9	0	10
CN(Cc1c[nH]c2ccccc12)C1CCCCC1
 : 0.94	0.6	-6	6	-2	-6	0.76	-2	24
COc1ccc2c(c1)c(C(=O)C(C)N1CCCCC1)c(C)n2C (stereo not drawn)
 : 0.98	-0.3	-2	2	-9	-6	1.2	2	-15
CC(=O)c1cccc(NC(=O)N2C[C@H]3C[C@@H](C2)c2cccc(=O)n2C3)c1
 : 1	-0.8	0	-1	8	0	1.1	-1	-6
COc1ccc(C2NCCc3[nH]cnc32)cc1 (stereo not drawn)
 : 0.91	-2.9	6	9	2	-6	1	-2	-1
CN1CCC(=O)N(CCN=[N+]=[N-])CC1
 : 0.94	-0.4	-1	6	-3	-3	1	1	0
O=[N+]([O-])c1cc(Cl)c(O)c(-[n+]2c(-c3ccccc3)cc(-c3ccccc3)cc2-c2ccccc2)c1
 : 0.97	1.6	-3	3	-4	-7	0.96	0	4
CCC(=NCCCn1ccnc1)c1c(O)n(Cc2ccccc2)c(=O)[nH]c1=O
 : 1.1	3.0	-2	-9	1	-3	0.94	-2	6
CC12CCC3C(CCC4C/C(=N/O)CCC43C)C1CCC2O (stereo not drawn)
 : 1	2.5	-4	-3	1	-3	0.88	-2	12
CCOc1ccccc1C1SCC(=O)Nc2c1c(=O)[nH]n2C(CC)CC (stereo not drawn)
 : 1.1	-2.9	-4	-8	-1	-6	1.3	-2	-31
Cn1c(O)c(/C=N/NC(=O)c2ccncc2)c(=O)[nH]c1=S
 : 0.84	-18	2	16	-5	-12	1.6	-1	-59
CC12CC[C@H]3[C@@H](CCC4(O)C[C@H](O)CCC34/C=N/NC(=O)c3ccccc3O)C1(O)CCC2C1=CC(=O)OC1 (stereo partly drawn)
 : 1.1	0.0	-1	-12	-6	-2	1.2	-3	-15
Cc1cc(C=C2C(=O)N(C)C(=S)N(C)C2=O)c(C)n1-c1cccnc1
 : 0.9	2.1	-2	10	4	4	0.94	-1	6
CCC(=Nc1ccc2c(c1)CCC2)c1c(O)n(C2CCCCC2)c(=O)[nH]c1=O
 : 1	45	-2	-1	-2	-2	1.2	-1	-19
COc1cc(N2CCOCC2)ccc1/C=C1\C(=O)NC(=O)N(C2CCCCC2)C1=O
 : 1	13	-2	-5	4	1	0.96	9	4
C/C=C1\NC(=O)[C@@H](NC(=O)[C@H](CCc2ccc(O)cc2)NC(=O)[C@H](C)NC(=O)[C@H](O)CO)[C@@H](C)OC(=O)[C@H](C(C)C)NC(=O)[C@H](Cc2ccc(O)cc2)N(C)C(=O)[C@H](Cc2ccccc2)N2C(=O)C(CC[C@H]2O)NC1=O (stereo partly drawn)
 : 0.98	-0.1	-3	2	0	-7	1	2	-1
Cc1c(C=O)c2ccccc2n1Cc1ccccc1
 : 1.1	0.5	0	-10	5	5	1.3	-3	-32
NS(=O)(=O)c1ccc(N=Nc2c(O)[nH]c(=S)[nH]c2=O)cc1
 : 0.88	1.4	0	12	-1	-1	0.85	0	15
C=CCN(CC=C)C(=O)Nc1ccc(OCC)cc1
 : 0.93	-2.2	-3	8	0	-2	0.93	-1	7

# Rewritten as labelled records: entries from further up
CN(Cc1c[nH]c2ccccc12)C1CCCCC1
  mIAP activ: 0.94
  MPTP inh: 0.6
  MIN6 prolif: -6
  mIAP block: 6
  APOBEC3A inh: -2
  APOBEC3G inh: -6
  hIAP act: 0.76
  GRIN3A LBD mod: -2
  hIAP inh: 24

COc1cc(N2CCOCC2)ccc1/C=C1\C(=O)NC(=O)N(C2CCCCC2)C1=O
  mIAP activ: 1
  MPTP inh: 13
  MIN6 prolif: -2
  mIAP block: -5
  APOBEC3A inh: 4
  APOBEC3G inh: 1
  hIAP act: 0.96
  GRIN3A LBD mod: 9
  hIAP inh: 4

CC12CCC3C(CCC4C/C(=N/O)CCC43C)C1CCC2O (stereo not drawn)
  mIAP activ: 1
  MPTP inh: 2.5
  MIN6 prolif: -4
  mIAP block: -3
  APOBEC3A inh: 1
  APOBEC3G inh: -3
  hIAP act: 0.88
  GRIN3A LBD mod: -2
  hIAP inh: 12

# More records follow.
# Fields – mIAP activ	MPTP inh	MIN6 prolif	mIAP block	APOBEC3A inh	APOBEC3G inh	hIAP act	GRIN3A LBD mod	hIAP inh
COc1ccc(N2C(=O)NC(=O)/C(=C/c3ccc([N+](=O)[O-])s3)C2=O)cc1
 : 0.64	34	-6	36	27	13	1	-4	-1
O=C(COC(=O)Cc1ccccc1)Nc1ccc(F)cc1
 : 0.97	2.5	-1	3	-1	0	1.1	-1	-5
C[C@]12CC[C@@H](O)CC1=CC(=O)C1C2CC[C@]2(C)C(=O)CCC12 (stereo partly drawn)
 : 0.99	-0.2	-5	1	14	0	0.98	11*	2
O=C(c1cc(S(=O)(=O)N2CCOCC2)ccc1F)N1CCC2(CC1)OCCO2
 : 1.1	16	1	-8	4	6	0.97	-2	3
Cc1oc(-c2ccccc2F)nc1CS(=O)CC(=O)N1CCC2(CC1)OCCO2 (stereo not drawn)
 : 1.1	1.0	2	-9	-2	-3	0.98	1	2
COc1ccc2c(c1)CC1(CN2C)C(=O)NC(=O)N(CCc2ccccc2)C1=O (stereo not drawn)
 : 1.1	1.8	-2	-8	0	0	0.92	-1	8
O=C(Nc1nc(-c2ccccc2)c(-c2ccccc2)s1)c1ccc(S(=O)(=O)N(CCCl)CCCl)cc1
 : 0.98	4.5	0	2	3	-2	0.97	-11	3
COC(=O)C1=C(c2cccc(OC)c2OC)C[C@@H]2CC[C@H]1N2C(=O)NCCS(C)=O (stereo partly drawn)
 : 1	0.1	-4	-5	5	6	1	2	-1
CCC(=O)c1cn(Cc2ccccc2C#N)c2ccccc12
 : 0.96	-0.2	1	4	-2	-5	0.92	-1	8
CCOc1ccc(Cl)cc1CNCCc1ccccc1F
 : 0.99	0.3	-4	1	8	2	1	-2	-2
CC(/C=C(\C)Nc1ccccc1)=Nc1ccccc1
 : 0.97	-1.8	-2	3	-3	-9	1.1	-2	-5
Cc1cc(NC(=O)COC(=O)c2c(C)nn(Cc3ccccc3)c2C)no1
 : 1	0.4	0	-2	3	-6	0.96	-1	4
Cc1ccc2c(c1)N(CCC(=O)N1CCC3(CC1)OCCO3)C(=O)CO2
 : 0.94	0.4	0	6	-2	-6	0.93	-3	7
CC(C)(C)NC(=S)N1CCn2cccc2C1c1cccnc1 (stereo not drawn)
 : 1	-3.1	0	-4	2	-2	0.98	0	2
CCN1CCN(C(=O)Cc2ccc(C)cc2)CC1
 : 1	-0.2	-2	-3	-5	-6	0.81	1	20
O=C1CN(O)C(c2ccccc2)=c2cc(Br)ccc2=N1
 : 1	3.2	-1	0	-4	-8	0.91	-3	9
O=C(NCc1ccc(C(=O)N2CCC3(CC2)OCCO3)cc1)c1cccc(Br)c1
 : 0.89	-1.2	-4	11	2	-3	1.8	0	-77
CCOP(=O)(OCC)C(NC(=O)CC(C)C)C(Cl)(Cl)Cl (stereo not drawn)
 : 1.1	1.6	0	-6	9	-8	1.2	0	-16
O=C1CN(O)C(c2ccccc2Cl)=c2cc(Br)ccc2=N1
 : 0.97	-0.4	-1	3	7	-5	1.1	4	-6
CC(=NCCCn1ccnc1)c1c(O)n(-c2ccccc2)c(=O)[nH]c1=O
 : 1	-0.1	-3	-1	-1	-5	0.94	-4	6
CN1CCN(c2c(N)c(=O)oc3ccccc23)CC1
 : 1	0.0	0	-4	-4	-2	0.88	-1	12
CCC(C)N1Cc2ccccc2C1=N (stereo not drawn)
 : 0.92	-1.0	1	8	-2	-6	1.1	0	-13
COC(=O)C1=C(c2cccc(OCc3ccccc3)c2)C[C@@H]2CC[C@H]1N2C(=O)NCc1ccc(OC)c(OC)c1
 : 1.1	0.6	-5	-11	0	-1	0.95	2	5
COC(=O)C1=C(c2ccc(F)cc2OCc2ccccc2)C[C@@H]2CC[C@H]1N2C(=O)NCc1ccc(C(F)(F)F)cc1
 : 1.3	-0.8	-6	-33	-2	-7	0.85	-4	15
C=Cc1ccc(Cn2c(C(=O)O)c(C=O)c3ccccc32)cc1
 : 0.98	0.2	-4	2	74*	5	0.95	-2	5
O=C1NC(=O)N(c2cccc(Br)c2)C(=O)/C1=C/c1ccsc1
 : 0.97	7.6	-3	2	5	13	1	-22	0
N#Cc1cc2c(nc1SCC(=O)Nc1cc(Cl)cc(Cl)c1)C1CCN2CC1
 : 1.3	-0.6	-4	-26	2	-1	1.1	-2	-5
CCN(CC)CCN1Cc2ccccc2C1=N
 : 0.99	-1.0	0	0	3	-9	0.95	1	5
CCCCNC(=O)NC(C(N)=O)P(=O)(OCC)OCC (stereo not drawn)
 : 1.1	-0.9	-1	-10	-8	-7	1.1	-1	-14
C/C(=N\Nc1ccccc1)c1c(O)n(C)c(=O)n(C)c1=O
 : 0.98	0.7	0	2	-1	3	0.9	0	10
CC(=NCCN1CCOCC1)c1c(O)n(Cc2ccccc2)c(=O)[nH]c1=O
 : 1	-5.9	-1	-1	19	-10	1	-1	-3
CCn1cc(CN2CCCC(C(=O)c3sccc3C)C2)cn1 (stereo not drawn)
 : 1.2	-0.7	-3	-16	-2	-3	1.1	-1	-5
Nc1c(C(=O)NCc2ccco2)c2nc3ccccc3nc2n1CCN1CCOCC1
 : 1	1.6	1	-2	2	0	0.83	0	17
Cc1cc(C=C2C(=O)NC(=O)NC2=O)c(C)n1-c1ccc2c(c1)OCO2
 : 0.78	5.9	1	22	-2	-5	1.1	6	-10
CSC(=Nc1ccccc1)c1c(O)n(C)c(=O)n(C)c1=O
 : 0.97	-1.4	-2	3	-1	-2	0.84	-1	16
CC(=NCC1CCCO1)c1c(O)n(C2CCCCC2)c(=O)[nH]c1=O (stereo not drawn)
 : 0.96	-1.6	-2	4	3	0	0.95	1	5
CCCCCCN1CCN(c2ccccc2Cl)CC1
 : 0.97	-3.4	3	3	2	-2	1	0	-4
Cn1c(O)c(C=NCCOc2ccc(Cl)cc2)c(=O)n(C)c1=O
 : 1.1	-1.3	-1	-7	-3	-5	0.88	1	12
COC(=O)C(O)(c1ccc(N=Cc2ccccc2O)c(C)c1)C(F)(F)F (stereo not drawn)
 : 1.2	0.1	-1	-17	-4	-7	1.2	-5	-15
CCOC(=O)N(c1ccccc1)P1(=S)OCC(C)O1 (stereo not drawn)
 : 0.98	1.2	-2	2	-4	-8	1	0	0
c1ccc(CN2CCNCC2)nc1
 : 0.99	1.1	1	1	4	-3	1	1	-1
CCCCn1c(=O)c(C(=O)NCc2ccccc2)c(O)c2ccccc21
 : 0.94	2.2	-3	6	1	-8	0.96	2	4
CCOc1cc(/C=C2/C(=O)NC(=O)N(c3ccc(CC)cc3)C2=O)ccc1OC(=O)c1cccs1
 : 0.88	-0.1	-2	12	1	-6	0.98	74*	2
Cc1cc(OCC(=O)N[C@@H](Cc2ccccc2)C(=O)O)c2c3c(c(=O)oc2c1)CCC3
 : 1.1	1.7	-2	-11	-2	-1	0.97	0	3
O=C1NC(=O)C(=CN2CCc3ccccc32)C(=O)N1
 : 0.84	-1.2	0	16	-3	-7	0.98	-1	2
COC(=O)C1=C(c2ccc(F)cc2OCc2ccccc2)C[C@@H]2CC[C@H]1N2C(=O)NCCCc1ccccc1
 : 1.6	-1.1	-7	-63	-5	-10	0.91	-1	9
